# FBPA Giardia inh: qHTS Assay for Inhibitors of Fructose-1,6-bisphosphate Aldolase from Giardia Lamblia; A8B2U2; purified Giardia FBPA; Potency, µM (series often up to 59.6 µM), for the others: at the highest dose activity, negative = inhibition, hits mostly inhibitors; 290,000 tested, 0.71% active; AID 2451, 2010; also: potency is read from the fitted curve at half-maximal effect; nearly all actives have a fitted effect of over 55% in size
# Target sequence (A8B2U2 whole entry, looked up): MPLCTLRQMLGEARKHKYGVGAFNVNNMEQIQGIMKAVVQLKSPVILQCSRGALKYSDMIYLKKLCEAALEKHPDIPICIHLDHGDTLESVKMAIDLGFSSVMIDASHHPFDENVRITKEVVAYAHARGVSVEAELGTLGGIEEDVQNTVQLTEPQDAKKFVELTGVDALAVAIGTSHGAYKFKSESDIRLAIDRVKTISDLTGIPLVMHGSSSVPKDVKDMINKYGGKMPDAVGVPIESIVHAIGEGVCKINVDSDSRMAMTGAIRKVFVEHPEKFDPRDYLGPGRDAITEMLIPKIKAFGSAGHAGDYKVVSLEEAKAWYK
#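 Giardia FBPA (40 nM reagent) was preincubated 10 min at RT with compound (up to 57.5 uM final), then substrate plus GAPDH/TPI/NAD/arsenate coupling system with diaphorase/resazurin was added; resorufin fluorescence (525/598 nm) was read after 20 min.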
# Sm TGR block: qHTS Assay for the Inhibitors of Schistosoma Mansoni Peroxiredoxins; purified TGR, DTNB reduction, TNB absorbance 405 nm; Potency, µM (series often up to 114 µM), inactives show at the top dose activity change, negative = inhibition, hits mostly inhibitors; 360,000 tested, 3% active; Schistosoma mansoni thioredoxin glutathione reductase (TGR), Q962Y6; also: potency is read from the fitted curve at half-maximal effect; nearly all actives have a fitted effect of over 60% in size
#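 First, TGR (20 nM dispensed) and NADPH were mixed with compound. Second, a 15 min room-temperature incubation followed. Third, further NADPH and then DTNB were added to start the reaction. Finally, TNB absorbance was monitored kinetically.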
# AmpC detergent: qHTS Inhibitors of AmpC Beta-Lactamase (assay with detergent); P00811; AmpC hydrolysis of nitrocefin, absorbance 480 nm, 0.01% Triton; 370,000 tested, 0.041% active; Potency, µM (series often up to 114 µM), without a hit: at the top dose activity change, negative = inhibition, usual class: inhibitors; AID 485294, 2010;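 also: potency is read from the fitted curve at half-maximal effect; 0% = no-compound wells and -100% = no-enzyme wells; nearly all actives have a fitted effect of over 25% in size; some results filed as inactive show a strong effect at the top dose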
# Target sequence (P00811 whole entry, looked up): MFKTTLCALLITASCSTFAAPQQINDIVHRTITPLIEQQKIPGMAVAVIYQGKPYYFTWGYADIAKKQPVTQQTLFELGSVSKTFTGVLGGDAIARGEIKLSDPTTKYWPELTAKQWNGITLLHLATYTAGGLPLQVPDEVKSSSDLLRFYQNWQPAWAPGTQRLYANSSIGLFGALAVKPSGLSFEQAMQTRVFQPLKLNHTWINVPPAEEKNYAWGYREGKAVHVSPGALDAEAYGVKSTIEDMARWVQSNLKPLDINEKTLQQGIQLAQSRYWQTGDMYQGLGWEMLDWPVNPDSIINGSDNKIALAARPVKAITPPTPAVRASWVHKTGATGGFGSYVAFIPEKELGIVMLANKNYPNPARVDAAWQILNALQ
#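 AmpC (5.3 nM in the dispensed reagent) in 20 mM phosphate pH 7.0 with 0.01% (detergent screen) or 0.0001% Triton X-100 was preincubated with compounds for 15 min at room temperature. Nitrocefin was then added from an 800 uM solution, and hydrolysis was followed at 480 nm.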
# AMA1 RON2 block: qHTS for Inhibitors of AMA1-RON; Towards Development of Antimalarial Drug Lead: Primary Screen. Potency, µM (top dose mostly 58.2 µM), inactives show top-dose activity change, negative = inhibition, hits mostly inhibitors. Plasmodium falciparum AMA1 (3D7) - RON2 peptide interaction. AlphaScreen AMA1-biotinylated RON2 peptide binding. AID 720542, 2013. 360,000 tested, 0.2% active;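 also: potency is read from the fitted curve at half-maximal effect; 0% = vehicle wells and -100% = peptide control; nearly all actives have a fitted effect of over 45% in size; some results filed as inactive show a strong effect at the top dose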
#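 AMA1 (3D7) with his tag at 25 nM final met compounds first, then biotinylated RON2 peptide at 25 nM; detection used donor plus acceptor beads, 10 µg/mL apiece, read by AlphaScreen after 30 min at room temperature.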
# AmpC inh no detg: qHTS Inhibitors of AmpC Beta-Lactamase (assay without detergent). 330,000 tested, 0.52% active. P00811. AmpC nitrocefin hydrolysis, absorbance 480 nm, 0.0001% Triton. AID 485341, 2010. Potency, µM (doses to about 57.1 µM), for inactives: top-dose activity change, negative = inhibition, usual class: inhibitors;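 also: potency is read from the fitted curve at half-maximal effect; plate controls were no compound for no effect and no enzyme for full effect; nearly all actives have a fitted effect of over 20% in size; some results filed as inactive show a strong effect at the top dose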
#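 20 mM phosphate pH 7.0 + 0.01% (detergent screen) or 0.0001% Triton X-100; 5.3 nM AmpC reagent; cpd preinc 15 min RT; nitrocefin (800 uM stock) to start; A480 q20 s × 4 min; Activity was normalised to no-enzyme and no-compound control wells.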
# HCMV antiviral: qHTS Assay for inhibitors of the human cytomegalovirus (HCMV); HFF cells, HCMV-luciferase reporter, 72 h; hits give low values; activity change, negative = inhibition, % at 57.5 µM; 410,000 tested, 4.5% active; in the data active = activity change below about -60%; inconclusive = no clear call, values can overlap the other calls; inactive = above about -39%
#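 Luciferase read-out from HCMV-luciferase-infected HFFs (MOI 1 PFU/cell) 72 h post infection at 37C; compounds added after 16 h cell attachment; activity normalized between buffer-only basal and Salinomycin (10uM) inhibitor controls.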
# Starred values were filed as active, the others as inactive; ? = inconclusive; . = not tested or not shown; [ ] = another dose, or the depositor's remark. Unless noted, calls follow the shape of the dose curve; as a rule, active = well fitted curve in the direction sought with a large enough effect; inconclusive = small, poorly fitted or top-dose-only effect, or another doubt; inactive = no such curve, though single readings can be large; an effect the other way counts as inactive or inconclusive. Unless noted, % is scaled to controls: 0 for no effect and ±100 for the full control effect. No enrichment for hits. Share with any hit: about 7.8%.
canonical_smiles	AMA1 RON2 block	HCMV antiviral	AmpC inh no detg	Sm TGR block	FBPA Giardia inh	AmpC detergent
COc1ccc(OC)c2sc(N(CCCN(C)C)C(=O)c3ccc(S(=O)(=O)N4CCc5ccccc5C4)cc3)nc12	.	.	185%[activator]	-13%	.	0%
O=C(/C(=C/O)N=Nc1ccc(Cl)cc1)c1ccncc1	-30%	-6	-36%	3%	.	-10%
O=C(Nc1ccccc1F)c1ccc(C(=O)c2ccccc2)cc1	10%	-72*	-30%	15%	.	4%
O=C(NC(=S)Nc1ccc(CN2CCOCC2)cc1)c1ccc([N+](=O)[O-])cc1	27%	32	-12%	-22%	-20%	-16%
Cc1ccc(C)c(N2CCN(c3ccc4cc(S(=O)(=O)N5CCCCC5)ccc4n3)CC2)c1	0%	-20	-20%	1%	-6%	3%
COc1cccc(N2CCN(C(=O)c3cc4ccc(OC)cc4[nH]3)CC2)c1	14%	17	-4%	2%	1%	-11%
CC(C)OC(=O)c1cc(Cl)c(=O)n(Cc2ccc(Cl)cc2Cl)c1	0%	21	-10%	11%	6%	1%
COc1ccc(Nc2nnc(SC(C)C(=O)NC3CC3)s2)cc1 (stereo not drawn)	-17%	37	-41%	.	.	.
COc1ccc(-c2cc(C(F)(F)F)nc(SCC(=O)Nc3sc4c(c3C#N)CCC4)n2)cc1	5%	-25	?	-5%	-2%	-1%
COc1ccc(CCNC(=O)CCS(=O)(=O)c2ccc(Br)cc2)cc1OC	-6%	-3	23%	-6%	6%	-7%
COc1ccc(-c2c(C)n([O-])c3c([n+]2=O)CCCCC3)cc1	4%	?	4%	-5%	5%	0%
COc1ccc(-c2cc(C(=O)Nc3ccc(S(=O)(=O)Nc4onc(C)c4C)cc3)c3ccccc3n2)cc1OC	-3%	-25	-2%	-1%	-24%	-7%
COc1ccc(NC(=O)c2ccco2)c2ccccc12	-2%	-5	-10%	1%	-4%	?
Cc1cccc(NC(=O)C(C)SCc2ccccc2)c1 (stereo not drawn)	-2%	-9	-20%	-15%	-2%	-3%
CCOC(=O)C1CCCN(S(=O)(=O)c2cc3c4c(c2)CCN4C(=O)CC3)C1 (stereo not drawn)	27%	31	48%	3%	.	11%
CCC(C)(C)NC(=O)Cc1ccc(OC)c(OC)c1	1%	5	-19%	10%	1%	-11%
O=C(CSc1nc2ccccc2[nH]1)N1CCN(c2ccccc2)CC1	-5%	16	-4%	-25%	5%	-14%
C/C(=N\NS(=O)(=O)c1ccc(Br)cc1)c1ccc(-n2ccnc2)cc1	-3%	-10	-21%	4%	.	1%
CS(=O)(=O)c1ccc2nc(NC(=O)C3CCCO3)sc2c1 (stereo not drawn)	?	14	-5%	12%	0%	0%
CCOc1ccccc1C(=O)NCC(=O)NCCCSc1ccccc1	-7%	2	-15%	-2%	.	8%
O=C(Nc1nnc(Cc2ccc([N+](=O)[O-])cc2)s1)Nc1ccccc1F	1%	-31	-41%	0%	-1%	2%
O=c1nc(Nc2ccc(Br)cc2)sc2ccc([N+](=O)[O-])cc12	-2%	?	-33%	5%	-4%	-10%
CCc1ccc(NC(=O)Cn2nc(C(F)(F)F)c3c2CCCC3)cc1	.	-35	.	4%	.	24%
Nc1c(Cl)cc(Cl)cc1C(=O)OCC(=O)N1CCCC1=O	-1%	.	-7%	2%	.	-15%
Cc1ccc(CNC(=O)CCCCCNc2nc(=S)[nH]c3ccccc23)cc1	.	?	-26%[11.4 µM]	-3%	5%	-11%
COc1ccc(CN(C(=O)c2nsc(Cl)c2Cl)C(C(=O)NC2CCCC2)c2ccc(C)cc2)cc1 (stereo not drawn)	-8%	?	?	-6%	-4%	-22%
COc1cccc(NC(=O)Nc2nc(-c3ccc(OC)c(OC)c3)cs2)c1	-24%	-99*	7%	10%	-3%	10%
Cc1ccc(C(=O)OC2CCS(=O)(=O)c3sccc32)cc1 (stereo not drawn)	5%	-18	-14%	6%	7%	-11%
C#CCn1c(=NC(=O)c2ccc(S(=O)(=O)N3CCc4ccccc4C3)cc2)sc2cc(S(N)(=O)=O)ccc21	-3%	.	-29%	0%	-5%	-14%
COc1ccccc1NS(=O)(=O)c1cc(NC(=O)c2ccc3ccccc3n2)ccc1Cl	2%	18	-13%	-1%	-3%	?
Cc1ccccc1C(OCC(O)CN1CCC(C(N)=O)CC1)c1ccccc1 (stereo not drawn)	-1%	-8	27%	1%	-12%	-9%
O=C(COC(=O)C(Cc1ccccc1)NC(=O)c1ccccc1)c1ccccc1 (stereo not drawn)	13%	-24	-44%	-2%	0%	-7%
COc1ccc(CC(=O)NNc2ncnc3c2cnn3-c2ccccc2)cc1	81%[activator]	-7	-26%	-18%	9%	-7%
c1ccc(-c2cc3c(N4CCOCC4)ncnc3s2)cc1	39%[activator]	-18	28%	0%	2%	-18%
CCn1c(=O)c2cc(C(=O)NCCN3CCOCC3)sc2c2ccccc21	5%	153	-11%	-2%	1%	-11%
Nc1ccc(C(=O)NCC(=O)O)cc1	0%	4	-6%	-3%	-17%	?
COC(=O)C1=Nc2ccccc2/C1=C\c1c(O)n(-c2cc(OC)ccc2OC)c(=O)[nH]c1=O	-11%	21	-27%	?	-7%	-1%
Nc1c(C(=O)Nc2ccccc2)c2nc3ccccc3nc2n1CCCN1CCOCC1	67%[activator]	109	33%	9%	0%	-2%
NC(=O)C1CCN(c2ncnc3c(-c4ccccc4)nsc23)CC1	2%	226	-8%	-1%	9%	-8%
CC1CN=C(Nc2ccccc2)S1 (stereo not drawn)	8%	?	-32%	3%	-10%	-2%
COc1ccc(/C=N/NC(=S)Nc2ccccc2)cc1COc1ccccc1F	.	-35	14µM*	0%	-2%	-4%
CCCCC(O)(CCCC)C(=O)NN(C(=O)OCC)c1ccccc1	-7%	-3	3%	-1%	3%	-13%
CCN(CC)S(=O)(=O)N1CCC(C(=O)NCc2ccc(C)cc2)CC1	10%	20	21%	3%	4%	-7%
O=S(=O)(NC1CCCCC1)c1cccc2nsnc12	5%	-9	-11%	3%	2%	?
O=C(NC1CC1)c1cc(F)c(F)cc1Cl	2%	-22	-8%	-2%	-1%	-1%
CCN(CC)CCCNC(=O)c1ccc(Cl)c(S(=O)(=O)Nc2ccccc2OC)c1	-18%	-22	9%	2%	0%	2%
COc1ccc(CN(C)C(C)C(=O)Nc2ccc(S(=O)(=O)N3CCOCC3)cc2)c(OC)c1 (stereo not drawn)	-1%	52	106%[activator]	-19%	1%	-9%
Cc1ccc2nc(SCC(=O)NCc3ccco3)[nH]c2c1	2%	-3	-23%	-16%	0%	-8%
COc1ccc(CC(=O)N/N=C/c2ccc(-c3ccc(F)cc3)o2)cc1OC	-2%	-35	9%	-20%	-3%	1%
C/C(=N\NC(=O)c1cccnc1)c1cccc([N+](=O)[O-])c1	22%	-6	-16%	7%	-6%	2%

# In another format: entries from further up
Cc1ccccc1C(OCC(O)CN1CCC(C(N)=O)CC1)c1ccccc1 (stereo not drawn)
  AMA1 RON2 block: -1%
  HCMV antiviral: -8
  AmpC inh no detg: 27%
  Sm TGR block: 1%
  FBPA Giardia inh: -12%
  AmpC detergent: -9%
CC1CN=C(Nc2ccccc2)S1 (stereo not drawn)
  AMA1 RON2 block: 8%
  HCMV antiviral: ?
  AmpC inh no detg: -32%
  Sm TGR block: 3%
  FBPA Giardia inh: -10%
  AmpC detergent: -2%

# The list continues:
canonical_smiles	AMA1 RON2 block	HCMV antiviral	AmpC inh no detg	Sm TGR block	FBPA Giardia inh	AmpC detergent
CCC(ONc1ccccc1C(F)(F)F)(C(=O)NN(C)C)c1ccccc1 (stereo not drawn)	24%	7	57%	-7%	.	-9%
COC(=O)CCC(=O)c1oc2ccccc2c1NC(=O)CCCN1C(=O)c2ccccc2C1=O	8%	18	-18%	-6%	4%	0%
OC1C2CN3CN(C2)CC1(c1ccccc1)C3 (stereo not drawn)	-4%	5	-1%	-5%	2%	2%
CC1CC(C)CN(C(=O)c2cc3cc(Br)cc(Br)c3o2)C1 (stereo not drawn)	-4%	1	-11%[11.4 µM]	-7%	-1%	-11%
CCOC(=O)c1nn(-c2ccccc2F)c(-c2ccccc2)c1C(=O)c1ccccc1	-23%	-12	21%	10%	3%	-1%
Nc1ccc(S(=O)(=O)N2CCc3ccccc32)cc1	1%	47	-25%	4%	3%	?
CC(NC(=O)Cc1ccc(S(=O)(=O)N2CCOCC2)s1)c1ccc(Cl)c(Cl)c1 (stereo not drawn)	-13%	-19	-4%	5%	.	-13%
Cc1cccc(NC(=O)c2nc[nH]c2C(=O)N[C@@H](C)c2ccccc2)c1	146%[activator]	-28	15%	0%	.	10%
COc1cccc(C(=O)Nc2nnc(-c3ccccc3)s2)c1	0%	180	?	2%	-5%	0%
COc1ccc(-c2nc3cc(C(C)C)ccc3o2)cc1NC(=O)c1ccccc1[N+](=O)[O-]	.	-8	.	3%	.	1%
O=C(Nc1nc(-c2ccncc2)cs1)C1c2ccccc2Oc2ccccc21	-27%	-39	-6%	-2%	13%	-4%
CCc1cc2ccc(C)c(C)c2nc1SCC(=O)NNC(=O)c1ccco1	90%[activator]	8	-23%	-1%	-2%	?
O=C(CSc1nnc(-c2ccccc2)o1)N1CCOCC1	4%	73	-9%	0%	0%	-14%
Cc1ccc(OCC(=O)N/N=C2\CCOc3c(C)cccc32)cc1	5%	56	7%	0%	12%	-15%
O=P(O)(CN1CCCCC1)CN1CCCCC1	.	.	-10%	-19%	-3%	0%
Cc1cc(C)c(OCC(=O)NCC(C)(C)N2CCOCC2)c(C)c1	33%[activator]	-33	45%	2%	.	?
CCc1noc(-c2ccc(NC(C)c3ccccc3)c([N+](=O)[O-])c2)n1 (stereo not drawn)	.	20	.	1%	.	20%
CCc1nc2nc(C)c(NS(=O)(=O)c3ccc(C(C)(C)C)cc3)c(=O)n2[nH]1	.	-1	.	-2%	.	-4%
CCOc1ccc(S(=O)(=O)Nc2nc3ccccc3nc2Cl)cc1	9%	-34	-28%	-27%	14%	?
CCOc1ccc(NC(=O)CNS(=O)(=O)c2ccc(Br)s2)cc1	.	-4	.	-1%	.	-3%
Cc1ccc(-c2ocnc2C(=O)Nc2ccccc2C(=O)N2CCCC2)cc1	8%	-27	-6%	6%	.	-2%
Cc1ccc(Oc2c(C(F)(F)F)oc3c(CN4CCC(C)CC4)c(O)ccc3c2=O)cc1	.	-10	.	-4%	.	18%
C[C@H]1[C@H](c2ccccc2)C[C@@H](C(=O)O)C1(C)C	17%	-20	0%	-3%	.	2%
CCNC(=S)NNC(=O)c1cc(-c2ccccc2C)nc2ccccc12	44%[activator]	.	-49%	-14%	7%	-14%
